GlmU inhibition: inhibition of mycobacterial GlmU enzyme – biochemical, glucosamine-1-phosphate acetyltransferase (AID 1376); M. tuberculosis GlmU acetyltransferase enzyme assay; higher % means a stronger effect; one-dose inhibition, %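 (tested at 30 µM in the primary screen)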; IC50 in µM for titrated hits; 0.25% of 220,000 active; in the data active = inhibition above about 13%; inconclusive = no clear call, values can overlap the other calls;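 also: 0% = complete reaction with vehicle and 100% = reaction without substrate; strong numbers were not always called active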
RmlCD inh 1536: blocks M. tuberculosis RmlC and RmlD coupled enzymes; P9WH09+P9WH11; RmlC+RmlD coupled enzyme assay, percent inhibition; primary screen in compound mixtures; inhibition, % at 3.6 µM; 0.03% of 160,000 active; AID 1533; in the data active = inhibition mostly above about 34%, no sharp cut-off; inconclusive = no clear call, values can overlap the other calls; inactive = mostly below about 22%; also: some results filed as inactive read as strong as hits
Target sequence (P9WH09 whole entry, looked up): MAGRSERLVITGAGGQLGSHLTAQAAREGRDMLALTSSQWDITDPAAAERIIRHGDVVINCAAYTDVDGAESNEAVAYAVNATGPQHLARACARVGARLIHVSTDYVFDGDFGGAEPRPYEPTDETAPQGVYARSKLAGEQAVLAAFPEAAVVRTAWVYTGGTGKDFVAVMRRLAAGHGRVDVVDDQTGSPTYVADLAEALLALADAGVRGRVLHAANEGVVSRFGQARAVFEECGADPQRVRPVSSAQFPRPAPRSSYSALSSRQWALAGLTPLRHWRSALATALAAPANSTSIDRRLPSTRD
Target sequence (P9WH11 whole entry, looked up): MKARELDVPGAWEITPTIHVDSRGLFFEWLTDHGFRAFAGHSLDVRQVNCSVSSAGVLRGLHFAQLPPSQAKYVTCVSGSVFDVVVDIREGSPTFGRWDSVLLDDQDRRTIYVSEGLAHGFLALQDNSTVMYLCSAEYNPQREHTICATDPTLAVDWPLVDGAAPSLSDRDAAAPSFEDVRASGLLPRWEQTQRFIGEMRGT
* marks the source's active call; other numbers are inactive results; ? = inconclusive; . = not tested or not shown. An excerpt (hit frequency here may not be typical).

Sequence of screens: GlmU inhibition	RmlCD inh 1536
CCCc1nnc(NC(=O)CCC(=O)NC2CCCc3ccccc32)s1 (stereo not given)
  -2.0%	2
COc1ccccc1OCC(=O)Nc1ccc(Cl)cc1
  1.6%	.
Fc1ccc2c(Cl)c(-c3nnc(-c4cccs4)o3)sc2c1
  3.1%	.
COCCNC(=O)C(c1ccccc1)N(C(=O)Cn1nnc2ccccc21)c1cccnc1 (stereo not given)
  2.6%	.
COc1ccc(C2(CCN)CC(C)N(C)CC2C)cc1 (stereo not given)
  -8.7%	2
Cc1ccc(NC(=O)CCSc2nnc(-c3ccco3)o2)cc1
  4.0%	-10
CCCNC(=O)COc1ccc(S(=O)(=O)Nc2ccc(C)cc2)cc1
  2.3%	2
O=C(NCC1CCCO1)C(=O)N/N=C/c1cc(Cl)ccc1O (stereo not given)
  1.2%	-5
Cc1cccc(Oc2ccc(NC(=O)C3CC=CCC3C(=O)O)cc2)c1 (stereo not given)
  1.5%	6
COc1cccc(-c2nn(-c3ccccc3)cc2CN(C)Cc2c(C)nc3ccccn23)c1
  -2.2%	?
CCn1cc(Cl)c(C(=O)NNC(=O)CCn2cc([N+](=O)[O-])cn2)n1
  -7.5%	9
O=C(NCc1c(Cl)cccc1Oc1ccccc1)c1ccccc1
  3.2%	18
N/C(=N\OC(=O)c1ccco1)c1ccccn1
  -3.3%	-9
CCc1ccccc1NC(=O)CSc1nc(-c2ccccc2)nn1C(=O)c1cccc([N+](=O)[O-])c1
  2.6%	.
CCOC(=O)N1CCC(NC(=O)c2cc(C(=O)NC3CCCC3)ccc2CO)CC1
  -0.5%	-10
COc1cc(NC(=O)C2=C(N3CCOCC3)/C(=C/c3ccc(Cl)cc3)CC2)cc(OC)c1OC
  0.5%	-6
CC(C)(C)NC(=S)NCC1CC1
  -4.5%	.
CSCCCNC(=S)Nc1cccc(S(=O)(=O)NC2=NCCC2)c1
  -3.0%	8
Cc1ccc(CC2C(=O)N(c3nc(C)cc(C)n3)C(=O)C2C)cc1 (stereo not given)
  1.3%	-12
CCC(=O)N(Cc1ccco1)c1nc(-c2cc(OC)ccc2OC)cs1
  8.2%	30

Of the compounds above, these have a furan ring, fused or not.
Sequence of screens: GlmU inhibition	RmlCD inh 1536
Cc1ccc(NC(=O)CCSc2nnc(-c3ccco3)o2)cc1
  4.0%	-10
N/C(=N\OC(=O)c1ccco1)c1ccccn1
  -3.3%	-9
CCC(=O)N(Cc1ccco1)c1nc(-c2cc(OC)ccc2OC)cs1
  8.2%	30

The listing continues.
Sequence of screens: GlmU inhibition	RmlCD inh 1536
CC(c1ccccc1)N1CCn2c(nc3cc(NC(=O)c4cccs4)ccc32)C1 (stereo not given)
  -2.5%	7
CCOC(=O)C1CCCN(S(=O)(=O)c2ccc(S(N)(=O)=O)cc2)C1 (stereo not given)
  2.7%	6
O=C(c1ccccc1)c1cnc(Nc2ccccc2Cl)s1
  5.0%	76
CCn1c(=O)cc(OCC(=O)Nc2cccc(C)n2)c2ccccc21
  1.2%	-2
COc1ccc(-c2cc(C(=O)N/N=C/c3ccc4c(c3)OCO4)c3ccccc3n2)c(OC)c1
  -7.6%	.
C/C(=N\NC(=O)c1cccnc1)c1cc2ccccc2o1
  7.0%	9
Cc1nc2cc(NC(=O)N3c4ccccc4CC3C)ccc2n1C (stereo not given)
  4.2%	-1
O=C(CSc1nccc(=O)[nH]1)N1N=C2/C(=C/c3ccco3)CCCC2C1c1ccco1 (stereo not given)
  -0.8%	5
CCOC(=O)C1=C(C)N(CCCC(=O)NCc2ccc3c(c2)OCO3)C(=O)NC1c1ccc(Br)cc1 (stereo not given)
  -0.8%	.
COc1ccc(-c2nc[nH]c2[N+](=O)[O-])cc1
  -0.2%	-16
CCCNC(=O)c1ccc2nc(-c3ccccc3)c(-c3ccccc3)nc2c1
  1.8%	11
O=c1cc(-c2ccccc2Cl)oc2c(NS(=O)(=O)c3ccccc3C(F)(F)F)ccc(O)c12
  10%	4
CC1CN(c2cc(=O)n(-c3cccc(Br)c3)c(=O)[nH]2)CC(C)O1 (stereo not given)
  -2.0%	1
CCCCSc1nc(O)cc(=O)n1CC
  -1.1%	.
COc1ccc2cc(C(=O)NCCO)sc(=O)c2c1OC
  -4.1%	.
Cc1ccc(S(=O)(=O)N2CC=C(C(=O)NCCC(C)C)CC2)cc1
  -1.5%	-10
COc1ccccc1-c1nc(SCC(=O)O)n[nH]1
  4.4%	14
CCN(CC)C(=O)C1=C(C)Nc2ncnn2C1c1cccnc1 (stereo not given)
  6.4%	4
COc1cc(NS(=O)(=O)c2ccc(N/C=C(\C=O)c3nc4ccccc4o3)cc2)nc(OC)n1
  8.0%	6
NS(=O)(=O)c1ccc(NCc2cc(Cl)ccc2OCc2ccc(F)cc2)cc1
  3.6%	6

More compounds.
Sequence of screens: GlmU inhibition	RmlCD inh 1536
Cc1cc(/C=C2/C(=N)N3C(=NC2=O)SN=C3S(C)(=O)=O)c(C)n1-c1ccccc1F
  4.0%	9
O=[N+]([O-])c1ccc(SCCO)nc1SCCO
  -1.1%	4
Cc1nnc(SCc2cc(=O)[nH]c(/N=C(\N)Nc3ccccc3Sc3ccccc3)n2)s1
  -5.8%	.
CCNc1nc(CSc2ccccc2)nc2sc(C)c(C)c12
  0.0%	3
Cn1cc(C(=O)c2ccc(Cl)cc2)cc1-c1nc2ccccc2n1C
  0.6%	-4
Cc1ccc(N2C(=O)CC(N3CCN(c4ccccn4)CC3)C2=O)cc1 (stereo not given)
  -3.7%	-8
COc1ccc(C(OC(=O)c2ccco2)C(=O)NCc2ccc(C)cc2)cc1 (stereo not given)
  1.2%	8
COc1ccc(S(=O)(=O)N(CCCN2CCOCC2)Cc2cccc(OC)c2OC)cc1
  0.0%	-1
Fc1ccc2nc(Nc3nc4cc5c(cc4s3)OCO5)sc2c1
  -3.4%	.
Cc1cc(C)nc(NC2=NCC(=O)N2c2ccc(F)c(Cl)c2)n1
  -0.3%	10
CCCOc1ccc(C(=O)NCC(c2ccco2)N(C)C)cc1 (stereo not given)
  -4.6%	3
CC(C)C(C)NC(=O)COc1ccc(-c2ccccc2)cc1 (stereo not given)
  1.9%	-8
CCN1CCN(c2ccc(NC(=O)c3cnccn3)cc2)CC1
  4.1%	5
Cn1c(-c2ccc3c(c2)OCO3)cnc1NCc1ccccc1
  -3.9%	13
CCc1ccccc1NC(=S)N(CCCN(C)C)Cc1cc2cc3c(cc2[nH]c1=O)OCO3
  -6.5%	-4
O=S(=O)([O-])C/C(=C\c1ccc(Cl)cc1)c1cc[n+](CCO)cc1
  1.7%	-4
Cc1cnc(-c2nnc(N(C)C(=O)C3CCOC3)s2)cn1 (stereo not given)
  3.3%	.
CCCOC(=O)Nc1ccc(S(=O)(=O)Nc2ncccn2)cc1
  2.8%	2
CN1C(=O)N(C)C2(c3ccccc3)Nn3c(s/c(=C/c4ccco4)c3=O)=NC12c1ccccc1 (stereo not given)
  3.0%	.
O=c1c2nncn2c2cccnc2n1CCNc1ncc(C(F)(F)F)cc1Cl
  2.9%	8

A portion of the results above:
Sequence of screens: GlmU inhibition	RmlCD inh 1536
Cc1cc(/C=C2/C(=N)N3C(=NC2=O)SN=C3S(C)(=O)=O)c(C)n1-c1ccccc1F
  4.0%	9
O=[N+]([O-])c1ccc(SCCO)nc1SCCO
  -1.1%	4
Cc1nnc(SCc2cc(=O)[nH]c(/N=C(\N)Nc3ccccc3Sc3ccccc3)n2)s1
  -5.8%	.

Other structures
Sequence of screens: GlmU inhibition	RmlCD inh 1536
CCSc1nnc(NC(=O)c2cccnc2)s1
  -2.8%	-20
COc1ccc(NC(=O)CN2CC(C)OC(C)C2)cc1Cl (stereo not given)
  -3.7%	10
COc1ccc(NC(=O)CCCN2C(=O)C3C4C=CC(C4)C3C2=O)c(OC)c1 (stereo not given)
  -1.5%	.
CCn1c(=O)n(CC(=O)Nc2cc(OC)c(OC)c(OC)c2)c(=O)c2ccccc21
  4.5%	-1
COc1ccc(CN2CCN(c3ccc(F)cc3)CC2)c(OC)c1OC
  -2.7%	-11
CC(=O)N(c1ccc(C)cc1)C1C=CS(=O)(=O)C1 (stereo not given)
  3.1%	5
CCOC(=O)C1CCCN(Cc2c(C(=O)N3CCOCC3)nc3ccccn23)C1 (stereo not given)
  -2.5%	.
Cc1cc(=O)n2[nH]c(N3C(=O)CCC3=O)nc2n1
  -1.2%	16
COc1ccc(NC(=O)COC(=O)c2ccc(N3CCCC3=O)cc2)cc1OC
  5.5%	6
CCC1=C(OC(=O)N(CC)CC)N2C(=O)OC(=NCCOC)[C@]2(Cc2ccccc2)[C@H]2C1=CC[C@H]1C(=O)N(CC)C(=O)[C@H]12
  0.2%	.
O=C(Nc1cccc(-c2cn3ccccc3n2)c1)c1cccc(Cl)c1
  -2.4%	12
CC(NC(=O)c1ccco1)C(=O)OC(C)C(=O)NCc1ccccc1 (stereo not given)
  -5.0%	10
COc1ccc(-n2c(N)c(-c3nc4ccccc4n3C)sc2=S)cc1
  -3.9%	7
CCn1c(O)c(C(=O)CC2NCCc3ccccc32)c(=O)n(CC)c1=S (stereo not given)
  .	11
CCOC(=O)c1c(CN2CCOCC2)oc2ccc(OC)cc12
  2.4%	2
Cc1c(/C=N\NC(=O)c2cccc(F)c2)cnn1C
  -2.3%	.
COCCNC(=O)/C(C#N)=C/C=C/c1ccccc1
  -0.2%	-3
O=C(NC(=S)Nc1ccccc1O)c1ccc(Cl)cc1Cl
  6.1%	-10
CCCc1c(C)nc2c(OC)cccc2c1SCC(=O)O
  -1.5%	-6
NC(=O)CC(NC(=O)Cc1cccc2ccccc12)c1ccc(NCCc2ccc(F)cc2)c([N+](=O)[O-])c1 (stereo not given)
  2.7%	.

Remaining list, next part:
smiles | GlmU inhibition | RmlCD inh 1536
COC(=O)C1CN(S(=O)(=O)c2ccccc2)CCN1S(=O)(=O)c1ccccc1 (stereo not given) | 6.6% | .
CCOc1ccccc1C1NC(=O)NC(C)=C1C(=O)OC1CCCCC1 (stereo not given) | 2.6% | 7
COc1ccc(C)cc1S(=O)(=O)N(C)CC(=O)N1CCCCC1 | -1.3% | .
Cc1ccc(C(=O)CSc2nc3ccccc3o2)cc1 | 1.2% | 8
NC(=O)COC(=O)CN1C(=O)C2CCCCC2C1=O (stereo not given) | -0.2% | 8
COc1ccc(/C(N)=N/OC(=O)CSc2ccccc2)cc1OC | 5.4% | .
N#Cc1cc(O)c(-n2nnc3ccccc32)cc1C#N | 4.0% | -2
CCC(=O)N1CCc2cc(Br)cc(S(=O)(=O)NCCN3CCCCC3C)c21 (stereo not given) | -3.1% | 16
Cc1nc(SCC(=O)N2CC(=O)Nc3ccccc32)nc(C)c1C | -0.5% | ?
O=C(COc1ccc(S(=O)(=O)NCc2ccccc2)cc1Cl)N1CCOCC1 | 3.4% | 2
CC(=O)OC(C)CS(=O)(=O)c1ccccc1 (stereo not given) | 4.7% | 1
CC1CCN(CC(=O)Nc2cccc([N+](=O)[O-])c2)CC1 | 3.1% | 7
COC(=O)c1cc(C(=O)Nc2ccc(C)cn2)cc([N+](=O)[O-])c1 | 0.1% | .
C=CCOC(=O)C1=C(C)N=C2SCCC(=O)N2C1c1ccc(OC(=O)c2ccco2)cc1 (stereo not given) | -1.6% | .
Brc1ccc2nc(N3CCN(c4ccccc4)CC3)sc2c1 | -1.2% | -12

Part of the list above in order of length of the SMILES, descending.
smiles | GlmU inhibition | RmlCD inh 1536
COc1ccc(C)cc1S(=O)(=O)N(C)CC(=O)N1CCCCC1 | -1.3% | .
COc1ccc(/C(N)=N/OC(=O)CSc2ccccc2)cc1OC | 5.4% | .
N#Cc1cc(O)c(-n2nnc3ccccc32)cc1C#N | 4.0% | -2

Further records follow.
smiles | GlmU inhibition | RmlCD inh 1536
COc1ccccc1C(=O)N/C(=C\c1ccc(Br)cc1)C(=O)NCCCO | 0.5% | .
CCC(=O)c1ccc(OCC(O)CN2CC(C)OC(C)C2)cc1 (stereo not given) | 1.8% | -8
COc1ccc(NC(=O)N(Cc2cc3cc(C)ccc3[nH]c2=O)CC2CCCO2)cc1 (stereo not given) | 6.8% | 1
CC1(NC(=O)NCc2ccccc2)CCS(=O)(=O)C1 (stereo not given) | 0.5% | 5
COC(C[C@H](O)[C@H](C)[C@@H](O)COCc1ccccc1)OC | -1.8% | .
Cc1c(N2C(=O)c3ccc4c5c(ccc(c35)C2=O)CC4)c(=O)n(-c2ccccc2)n1C | -1.8% | -6
COc1ccc(Nc2c([N+](=O)[O-])ccc3c2=NC2(CCCCC2)N=3)cc1 | 2.2% | .
CCC(=O)c1ccc(OCC(O)CNC(C)c2ccccc2)cc1 (stereo not given) | -7.8% | 11
CCc1ccc(CNc2ccc(O)cc2)cc1 | 2.4% | 0
CCC(=O)NCCCNc1nc2c(C)cccc2cc1C#N | 0.2% | -9
O=C(Nc1sc2c(c1C(=O)NCc1cccnc1)CCCC2)c1ccco1 | -0.1% | .
O=c1c2[nH]c3cccc(Cl)c3c2ncn1Cc1ccco1 | 3.1% | -8
CCNc1nc(Oc2ccc(C(=O)OC)cc2)nc(SC)n1 | 7.2% | .
O=C(NCC1CCCO1)c1ccc(C(=O)NCC2CCCO2)cc1 (stereo not given) | -1.9% | 2
CCOC(=O)CNC(=O)CSc1nnc(-c2ccncc2)n1-c1ccc(Cl)cc1 | -2.5% | .
CCN(CC)S(=O)(=O)c1ccc(Oc2ccccc2)c(N)c1 | 1.2% | 10
O=C1OCCC1Sc1nnc(-c2ccc(F)cc2)n1Cc1ccccc1 (stereo not given) | -5.7% | -10
CCOc1ccc(-n2ccnc2SCC(=O)Nc2nnc(CC)s2)cc1 | 6.9% | .

Quoted at random: 2 entries already listed.
smiles | GlmU inhibition | RmlCD inh 1536
CCc1ccc(CNc2ccc(O)cc2)cc1 | 2.4% | 0
O=C(Nc1sc2c(c1C(=O)NCc1cccnc1)CCCC2)c1ccco1 | -0.1% | .
